From PubChem
CF NFkB block: inhibitors of cystic fibrosis induced NF-kB; KKLEB NF-kB-GFP reporter, PAF-induced, GFP fluorescence overnight; inhibition, % at 5 µM; 0.86% of 360,000 active;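 active = at least 50% inhibition at 5 µM, scaled per plate between neutral and stimulator controls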;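 also: PAF is a Pseudomonas aeruginosa culture filtrate used as stimulus; plate controls were PAF-stimulated DMSO wells for no effect and unstimulated DMSO wells for full effect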
SRC1 inh: human NCOA1 inhibition; inhibition, % at 3.6 µM; HEK293 GAL4-SRC1 luciferase reporter, luminescence; AID 588354; 0.12% of 360,000 active; Q15788;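 active = inhibition above the campaign mean plus 3 SD, with each screening campaign given its own cutoff, cut at about 60% in these data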;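 also: 0% = DMSO treated cells and 100% = gossypol at 36 µM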
TROY signal inh: blocks TROY-dependent signaling in reporter cells. Q293 LMP1-TROYcd NF-kB luciferase reporter, 4 h. inhibition, % at 10 µM. 0.98% of 360,000 active;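 active = compounds whose plate-normalised and pattern-corrected inhibition of the luciferase reporter signal at the single screening dose is 50% or more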
NR5A2 inv ag: suppresses constitutive activity of human LRH-1; inhibition, % at 3.6 µM; AID 602396; O00482; HEK293T StAR-luciferase reporter, LRH-1 transfected, 24 h; 0.13% of 360,000 active;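 active = inhibition above the mean inhibition of all tested compounds plus 3 SD, cut at about 73% in these data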;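 also: 0% = DMSO wells and 100% = reporter-only cells lacking LRH-1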
TRAIL sens C8: caspase-8 TRAIL sensitization | AID 624354 | inhibition (viability loss, TRAIL sensitization), % at 10 µM | 1% of 360,000 active | NB7+C8 cells + TRAIL, ATPlite viability luminescence;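 active = compounds causing at least 50% loss of cell viability in the single-dose screen, relative to plate controls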
NCOA2 inhibitor: inhibits human steroid receptor coactivator 2; Q15596; HEK293 GAL4-SRC2 luciferase reporter, luminescence; inhibition, % at 9 µM; 0.17% of 370,000 active;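 active = inhibition above the mean inhibition of all tested compounds plus 3 SD, set per campaign, cut at about 52% in these data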;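 also: 0% = DMSO treated cells and 100% = cells given Gossypol at 36 µM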
Target sequence (Q15596 whole entry, looked up, the tested form may be a part): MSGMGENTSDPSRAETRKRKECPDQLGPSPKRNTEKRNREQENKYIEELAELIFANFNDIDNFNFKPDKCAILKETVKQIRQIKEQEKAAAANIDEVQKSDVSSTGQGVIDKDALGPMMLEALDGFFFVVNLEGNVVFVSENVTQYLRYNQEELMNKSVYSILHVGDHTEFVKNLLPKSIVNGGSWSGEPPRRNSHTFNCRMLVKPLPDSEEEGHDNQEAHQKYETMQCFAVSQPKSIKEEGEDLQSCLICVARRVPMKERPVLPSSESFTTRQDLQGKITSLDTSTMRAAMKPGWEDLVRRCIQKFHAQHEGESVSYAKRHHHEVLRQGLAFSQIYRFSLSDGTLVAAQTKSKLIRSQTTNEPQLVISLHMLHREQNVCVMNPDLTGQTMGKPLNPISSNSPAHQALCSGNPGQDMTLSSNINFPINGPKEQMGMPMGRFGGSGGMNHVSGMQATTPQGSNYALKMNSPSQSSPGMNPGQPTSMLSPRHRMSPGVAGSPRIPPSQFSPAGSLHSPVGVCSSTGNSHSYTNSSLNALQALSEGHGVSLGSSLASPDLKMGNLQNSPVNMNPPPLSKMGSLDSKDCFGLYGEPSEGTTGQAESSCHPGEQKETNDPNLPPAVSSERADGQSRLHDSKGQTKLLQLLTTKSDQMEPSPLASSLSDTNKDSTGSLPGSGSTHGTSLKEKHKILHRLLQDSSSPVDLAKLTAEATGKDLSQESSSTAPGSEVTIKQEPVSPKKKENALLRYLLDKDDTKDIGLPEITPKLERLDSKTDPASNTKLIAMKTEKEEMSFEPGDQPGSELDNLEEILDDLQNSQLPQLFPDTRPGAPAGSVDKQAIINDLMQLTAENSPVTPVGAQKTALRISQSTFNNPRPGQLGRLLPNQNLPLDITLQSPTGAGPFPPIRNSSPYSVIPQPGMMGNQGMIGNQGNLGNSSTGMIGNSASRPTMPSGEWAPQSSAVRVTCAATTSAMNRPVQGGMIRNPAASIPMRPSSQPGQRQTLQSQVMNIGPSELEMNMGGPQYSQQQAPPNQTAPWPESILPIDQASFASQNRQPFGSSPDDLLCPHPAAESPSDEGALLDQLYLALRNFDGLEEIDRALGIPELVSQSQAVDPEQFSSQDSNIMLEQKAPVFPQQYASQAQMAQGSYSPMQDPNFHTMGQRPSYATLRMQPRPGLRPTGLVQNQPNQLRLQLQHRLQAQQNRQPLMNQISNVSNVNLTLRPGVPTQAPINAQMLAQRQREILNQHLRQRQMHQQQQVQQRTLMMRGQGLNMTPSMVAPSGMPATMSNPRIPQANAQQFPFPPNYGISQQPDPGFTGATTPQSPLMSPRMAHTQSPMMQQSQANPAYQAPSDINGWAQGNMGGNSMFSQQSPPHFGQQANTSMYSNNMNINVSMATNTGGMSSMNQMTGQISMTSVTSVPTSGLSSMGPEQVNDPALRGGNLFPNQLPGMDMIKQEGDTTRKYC
KKLEB tox: reduces viability of KKLEB cystic fibrosis airway cells | KKLEB CF airway cells viability, ATPlite luminescence, overnight; hits give low values; cells stimulated with P. aeruginosa culture filtrate | activity change (cytotoxicity), % at 5 µM | 0.36% of 360,000 active | AID 602141;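 active = corrected activity change at or below -50% at 5 µM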
EBV LMP1 NFkB: inhibitors of Epstein-Barr LMP1-induced NF-kappaB reporter; LMP1-induced NF-kappaB luciferase reporter cells, luminescence; inhibition, % at 12.5 µM; 0.69% of 350,000 active; in the data active = inhibition above about 41%;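 also: 0% = neutral control wells and 100% = reference inhibitor control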
COUP-TFII inh: blocks human COUP-TFII nuclear receptor. P24468. HEK293T NGFI-A luciferase reporter, luminescence. inhibition, % at 8.6 µM. 0.7% of 370,000 active;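 active = inhibition above a per-plate cutoff, mean inhibition of test wells between control levels plus 3 SD, cut at about 38% in these data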;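 also: cells cotransfected with COUP-TFII expression vector driving the NGFI-A reporter; 0% = median of COUP-TF2 test wells and 100% = reporter-only cells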
NCOA3 inh: human NCOA3 inhibition; 0.17% of 360,000 active; Q9Y6Q9; HEK293 GAL4-SRC3 luciferase reporter, luminescence; inhibition, % at 3.6 µM;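 active = inhibition above a per-campaign cutoff, the mean of all compounds plus 3 SD, cut at about 60% in these data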;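 also: 0% = DMSO-treated cells and 100% = gossypol-treated cells at 36 µM; higher means less SRC3-driven luciferase light from the GAL4 reporter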
TWEAK-Fn14 inh: TWEAK-Fn14 signaling inhibition. inhibition, % at 10 µM. AID 1159606. 2% of 360,000 active. TWEAK-stimulated Fn14 reporter cells, luciferase luminescence, 8 h; in the data active = inhibition above about 50%
Active calls of the source: *; x = no result given.

| Molecule | CF NFkB block | SRC1 inh | TROY signal inh | NR5A2 inv ag | TRAIL sens C8 | NCOA2 inhibitor | KKLEB tox | EBV LMP1 NFkB | COUP-TFII inh | NCOA3 inh | TWEAK-Fn14 inh |
| --- | --- | --- | --- | --- | --- | --- | --- | --- | --- | --- | --- |
| C=CCn1c(SCC(=O)NC(=O)Cc2ccccc2)nc2ccccc2c1=O | -8 | -10 | 11 | 17 | 4 | -4 | 2 | 2 | 0 | 21 | 14 |
| CS(=O)(=O)N1CCCC(C(=O)Nc2ccccc2C(F)(F)F)C1 (stereo unspecified) | -12 | 19 | 5 | 8 | -5 | -19 | 8 | 9 | 25 | -1 | 33 |
| COc1ccc(CN2CCN(C(=O)c3ccc(CNS(=O)(=O)c4ccc(C)cc4)cc3)CC2)c(OC)c1OC | -9 | -4 | 10 | 13 | 1 | -32 | 9 | 2 | 28 | -7 | -5 |
| Cc1ccc(S(=O)(=O)CCc2nc3ccccc3s2)cc1 | 10 | -36 | 17 | -17 | -12 | -7 | -3 | -19 | 9 | -8 | 9 |
| O=C(CCC1CCCCC1)Nc1cc(C(F)(F)F)ccc1N1CCOCC1 | -27 | 11 | -35 | 20 | 11 | -5 | 2 | 0 | -8 | -4 | -8 |
| O=C1COc2ccc(C(=O)COC(=O)c3ccc(F)cc3Cl)cc2N1 | 7 | -1 | -18 | -4 | -5 | -4 | -5 | 7 | 7 | -2 | -15 |
| Cc1ccc(C(=O)NNC(=O)CSc2nnc3c(n2)[nH]c2ccc(C)cc23)cc1 | 2 | -5 | -23 | 1 | -13 | x | 4 | 18 | x | 3 | -37 |
| CC(=O)Nc1c(NC(C)C)c2ccccc2oc1=O | -30 | -6 | 11 | 19 | 3 | -7 | -5 | 10 | 8 | 14 | 10 |
| O=C(NC(c1cccnc1)C(F)(F)F)c1cc(COc2ccc3c(c2)CCCC3)on1 (stereo unspecified) | -28 | -41 | 4 | -41 | 28 | -34 | 11 | x | 42* | -43 | 12 |
| CCOC(=O)c1sc(NC(=O)c2ccc3ncsc3c2)nc1C | 26 | -79 | -62 | -49 | 11 | -48 | -10 | -22 | -33 | -106 | -29 |
| COC(=O)c1ccccc1S(=O)(=O)N(Cc1cc2ccc(OC)cc2[nH]c1=O)CC1CCCO1 (stereo unspecified) | -17 | -10 | 5 | -7 | 9 | -32 | 2 | 0 | -23 | 15 | 11 |
| CCOc1ccccc1NC(=O)NNC(=O)COc1cccc(C)c1C | -6 | -51 | 7 | 12 | -9 | 14 | 12 | -2 | -20 | -5 | 0 |
| O=C(NCc1ccccc1)C(=O)NCC1OCCN1S(=O)(=O)c1ccc2c(c1)OCCO2 (stereo unspecified) | 18 | -29 | 8 | -15 | -16 | 12 | 3 | -2 | 5 | 0 | -8 |
| CCOc1ccc(/C(O)=C2\C(=O)C(=O)N(c3cc(C)on3)C2c2ccccc2OC)cc1 (stereo unspecified) | 11 | -6 | 24 | 4 | -5 | 3 | 3 | 8 | 8 | 8 | 12 |
| CN(c1ncnc(N)c1[N+](=O)[O-])C1CCCCC1 | 84* | 71* | 52* | 51 | 13 | 57* | -1 | 38 | 27 | 63* | 81* |
| Cc1cc(NN)nc(Cc2ccccc2)n1 | 2 | 6 | 4 | 4 | 6 | 1 | 1 | 6 | 1 | 27 | 25 |
| O=C(Cn1c(C(F)(F)F)nc2ccccc21)c1ccccc1 | 10 | 1 | 11 | 25 | 12 | 31 | -1 | 1 | 16 | 14 | 22 |
| Cc1ccc(C2CC(C(F)(F)F)n3nc(C(=O)Nc4c(C)n(C)n(-c5ccccc5)c4=O)cc3N2)cc1 (stereo unspecified) | -3 | -20 | -2 | 8 | -7 | 2 | -3 | -6 | 15 | 4 | -24 |
| CN(c1ccccc1C(=O)O)S(C)(=O)=O | -19 | 0 | 2 | -2 | -7 | 3 | 19 | -5 | 2 | -1 | -5 |
| COc1ccc(NC(=S)NNC(=O)CCn2cc([N+](=O)[O-])cn2)cc1 | -11 | -2 | 11 | -12 | -1 | -8 | 0 | -14 | 11 | -9 | 10 |
| COc1ccc(-c2nc3c(c(=O)[nH]c(=O)n3Cc3ccccc3)n2C)cc1 | -16 | -4 | -4 | -5 | 2 | -4 | -4 | -7 | -6 | 2 | -18 |
| CN1CCN(C(=O)CCN2C(=O)c3ccccc3S2(=O)=O)CC1 | 22 | -19 | -14 | 4 | 12 | 4 | 7 | -2 | 15 | 1 | -1 |
| CNS(=O)(=O)c1ccc(NC(=O)C(CCSC)NC(N)=O)cc1 (stereo unspecified) | 3 | -2 | 8 | 0 | 16 | -3 | 13 | 17 | 0 | 8 | -17 |
| O=C(Cn1c(=O)cnc2ccccc21)N1CCN(S(=O)(=O)c2ccccc2Br)CC1 | -7 | -16 | 15 | -16 | -2 | -9 | 5 | -7 | -18 | 10 | 3 |
| COCCSc1nnc(NC(=O)C2CC(=O)N(c3ccc(Cl)cc3)C2)s1 (stereo unspecified) | -5 | 0 | -5 | 13 | -2 | 11 | 9 | 4 | -8 | 4 | -7 |
| c1ccc(CNCCCn2cnc3c(OCc4ccccc4)ncnc32)cc1 | -7 | 0 | -3 | -18 | -18 | 22 | 6 | 2 | -15 | -6 | 16 |
| CN(C)c1ccc(/C=N/NC(=O)CNC(=O)/C=C/c2ccccc2)cc1 | -2 | -19 | -3 | 2 | -6 | -16 | -3 | -10 | -9 | 16 | -19 |
| N#CCCN(Cc1ccccc1)C(=O)c1nccnc1C(=O)O | 4 | 16 | 10 | -7 | -13 | -6 | -3 | 0 | -13 | 20 | 2 |
| O=C(Cc1ccsc1-c1ccccc1)NO | -6 | 1 | 0 | 34 | 63* | 7 | -3 | 35 | 22 | 15 | -63 |
| O=C(c1cc2cc(Br)ccc2o1)N1CCOCC1 | -5 | -33 | -25 | -57 | 8 | -25 | 5 | 1 | -32 | -38 | -32 |
| CCOc1ccc(N(CC(=O)NCc2cccnc2)S(=O)(=O)c2ccc(F)cc2)cc1 | 15 | -17 | -10 | 10 | 6 | -1 | -2 | -3 | 5 | -6 | -8 |
| CCn1c(CCNC(=O)c2ccc(OC)cc2)nnc1SCC(=O)Nc1ccccc1F | 0 | -13 | -14 | 0 | -13 | -25 | 7 | -5 | -12 | 2 | 4 |
| COc1ccc(-n2c3nc4ccccc4nc3c3c(=N)oc(C)nc32)cc1 | 7 | -2 | -4 | 39 | -18 | 14 | -5 | -40 | 30 | 7 | 3 |
| COc1ccc(NC(=O)CSc2nc3ccc(Nc4nc(N5CCOCC5)nc(N5CCOCC5)n4)cc3s2)cc1 | 56* | 4 | 24 | 29 | 23 | -3 | -50* | -2 | -1 | -11 | -22 |
| O=C(O)CC1(Cc2nc(-c3cccs3)no2)CCCC1 | 2 | 0 | -10 | 22 | 5 | 13 | -3 | -9 | 8 | 4 | 18 |
| CC1CCCN(C2=NC(=O)/C(=C/c3cn(-c4ccccc4)nc3-c3cccc(S(=O)(=O)N(C)C)c3)S2)C1 (stereo unspecified) | 0 | 8 | 18 | 21 | 7 | -33 | 18 | -7 | -13 | -11 | 5 |
| CCOC(=O)C1=C[C@@H](C(C)(C)C)N(S(=O)(=O)c2ccc(C)cc2)[C@H]1c1ccc(OC)cc1 | 13 | 3 | 16 | 19 | -11 | 20 | -13 | x | -3 | 16 | 8 |
| Cc1cccc(C)c1OCC(=O)N/N=C/c1cc2c(cc1[N+](=O)[O-])OCO2 | -8 | 2 | 5 | -6 | -1 | -7 | 2 | -5 | -15 | 20 | -18 |
| CC(Oc1cc(C(F)(F)F)cc(C(F)(F)F)c1)C(=O)NC(N)=O (stereo unspecified) | 7 | 15 | 9 | -3 | 18 | 17 | -22 | -3 | 18 | 19 | -5 |
| CCCC(CCC)C(=O)Oc1cc(C)[nH]c(=O)c1[N+](=O)[O-] | 1 | -9 | 16 | 2 | 6 | -20 | 7 | -8 | -8 | 0 | -10 |
| C/C(CC1(O)C(=O)N(Cc2ccccc2)c2ccccc21)=N\O (stereo unspecified) | 8 | -3 | -16 | -6 | 0 | -11 | 6 | -8 | 16 | -15 | 10 |
| CN1CCN(C2=C(Cl)C(=O)N(C3CCCCC3)C2=O)CC1 | 3 | 3 | 6 | 25 | -11 | -26 | -6 | -17 | -10 | 4 | 5 |
| O=C(C(=O)N1CCN(c2ccc(F)cc2)CC1)N1CCCCC1 | 20 | -12 | 14 | 8 | -5 | 6 | 14 | 0 | -2 | -4 | 24 |
| CCc1nc2c(OCCC3CCCCC3)cccn2c1N(C)C(=O)c1ccc(C)cc1 | 14 | -5 | 7 | -3 | 10 | -12 | 0 | x | -18 | -1 | 8 |
| C[C@H](NC(=O)[C@@H]1Cc2ccccc2CN1C(=O)OC(C)(C)C)C(=O)NC1CCCC1 | 5 | -35 | -4 | -5 | -15 | -45 | 0 | -3 | -2 | -18 | 2 |
| Cc1cc(C)c2c(c1)C1C=CCC1C(c1ccc(S(=O)(=O)N3CCOCC3)cc1)N2 (stereo unspecified) | -1 | 0 | 4 | -4 | -12 | 16 | 13 | -9 | -12 | 1 | 0 |
| O=C(Cn1ncc2c([nH]c3ccccc32)c1=O)Nc1ccc(F)cc1F | -13 | -3 | -4 | 10 | -10 | -6 | 13 | 4 | -4 | 16 | -28 |
| CCc1noc(C)c1C(=O)NNC(=O)c1cc(OC)cc(OC)c1 | 19 | 0 | -9 | 23 | -2 | -24 | -7 | -6 | -5 | 4 | 18 |
| Cc1ccc(CN2CC(C(=O)N(C)CC(=O)Nc3cccc(F)c3)CC2=O)cc1 (stereo unspecified) | -1 | -29 | 2 | -3 | -2 | 17 | 8 | -6 | 25 | -5 | -1 |
| CCCS(=O)(=O)C(=C1Nc2ccccc2N1)S(=O)(=O)CCC | -8 | 11 | 4 | -8 | 4 | -4 | 1 | 1 | 8 | -18 | 6 |
| COC(=O)C=CSC(=S)C1CCCC1=N (stereo unspecified) | 12 | -43 | -14 | -73 | -9 | -34 | 0 | -11 | -23 | -81 | 1 |
| CCOc1ccccc1NC(=S)NC(=O)c1ccco1 | -14 | -33 | 1 | 20 | -1 | -26 | 8 | -3 | -2 | -8 | -11 |
| CNC(=O)c1ccc2c(c1)nnn2C | -10 | 5 | 5 | 18 | -6 | -8 | 8 | 9 | -6 | -11 | 12 |
| Cc1cccc(N/N=C/c2ccncc2)c1 | 0 | -25 | -48 | -79 | 1 | -33 | 0 | -19 | -22 | -28 | 0 |
| CCOC(=O)C1(Cc2ccccc2C(F)(F)F)CCN(CC2CC2)CC1 | 12 | -5 | -4 | 3 | 2 | -16 | -9 | -8 | 5 | 21 | -15 |
| COc1ccccc1CN(C)C(=O)C(c1ccccc1)c1ccccc1 | -20 | -1 | -13 | 5 | -4 | 25 | -14 | 5 | 13 | 1 | -5 |

Some of these compounds in order of count of non-hydrogen atoms, highest first:
| Molecule | CF NFkB block | SRC1 inh | TROY signal inh | NR5A2 inv ag | TRAIL sens C8 | NCOA2 inhibitor | KKLEB tox | EBV LMP1 NFkB | COUP-TFII inh | NCOA3 inh | TWEAK-Fn14 inh |
| --- | --- | --- | --- | --- | --- | --- | --- | --- | --- | --- | --- |
| O=C(CCC1CCCCC1)Nc1cc(C(F)(F)F)ccc1N1CCOCC1 | -27 | 11 | -35 | 20 | 11 | -5 | 2 | 0 | -8 | -4 | -8 |
| COCCSc1nnc(NC(=O)C2CC(=O)N(c3ccc(Cl)cc3)C2)s1 (stereo unspecified) | -5 | 0 | -5 | 13 | -2 | 11 | 9 | 4 | -8 | 4 | -7 |
| O=C1COc2ccc(C(=O)COC(=O)c3ccc(F)cc3Cl)cc2N1 | 7 | -1 | -18 | -4 | -5 | -4 | -5 | 7 | 7 | -2 | -15 |
